# ABHD5-PLIN5 inh: blocks binding of human ABHD5 to perilipin-5. inhibition, % at 4 µM. 0.78% of 360,000 active. Split G. princeps luciferase complementation, luminescence, 4 h. Q00G26+Q8WTS1;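 active means inhibition above the mean inhibition across every tested compound plus 3 SD, cut at about 22% in these data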;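 further: 0% = DMSO only wells and the 100% control is not disclosed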
# NCOA2 inhibitor: inhibits human steroid receptor coactivator 2. 0.17% of 370,000 active. inhibition, % at 9 µM. HEK293 GAL4-SRC2 luciferase reporter, luminescence. Q15596. AID 651957;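 active means inhibition above the mean inhibition of all tested compounds plus 3 SD, set per campaign, cut at about 52% in these data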;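 further: 0% = DMSO treated cells and 100% = cells given Gossypol at 36 µM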
# Target sequence (Q15596 whole entry, looked up, the tested form may be a part): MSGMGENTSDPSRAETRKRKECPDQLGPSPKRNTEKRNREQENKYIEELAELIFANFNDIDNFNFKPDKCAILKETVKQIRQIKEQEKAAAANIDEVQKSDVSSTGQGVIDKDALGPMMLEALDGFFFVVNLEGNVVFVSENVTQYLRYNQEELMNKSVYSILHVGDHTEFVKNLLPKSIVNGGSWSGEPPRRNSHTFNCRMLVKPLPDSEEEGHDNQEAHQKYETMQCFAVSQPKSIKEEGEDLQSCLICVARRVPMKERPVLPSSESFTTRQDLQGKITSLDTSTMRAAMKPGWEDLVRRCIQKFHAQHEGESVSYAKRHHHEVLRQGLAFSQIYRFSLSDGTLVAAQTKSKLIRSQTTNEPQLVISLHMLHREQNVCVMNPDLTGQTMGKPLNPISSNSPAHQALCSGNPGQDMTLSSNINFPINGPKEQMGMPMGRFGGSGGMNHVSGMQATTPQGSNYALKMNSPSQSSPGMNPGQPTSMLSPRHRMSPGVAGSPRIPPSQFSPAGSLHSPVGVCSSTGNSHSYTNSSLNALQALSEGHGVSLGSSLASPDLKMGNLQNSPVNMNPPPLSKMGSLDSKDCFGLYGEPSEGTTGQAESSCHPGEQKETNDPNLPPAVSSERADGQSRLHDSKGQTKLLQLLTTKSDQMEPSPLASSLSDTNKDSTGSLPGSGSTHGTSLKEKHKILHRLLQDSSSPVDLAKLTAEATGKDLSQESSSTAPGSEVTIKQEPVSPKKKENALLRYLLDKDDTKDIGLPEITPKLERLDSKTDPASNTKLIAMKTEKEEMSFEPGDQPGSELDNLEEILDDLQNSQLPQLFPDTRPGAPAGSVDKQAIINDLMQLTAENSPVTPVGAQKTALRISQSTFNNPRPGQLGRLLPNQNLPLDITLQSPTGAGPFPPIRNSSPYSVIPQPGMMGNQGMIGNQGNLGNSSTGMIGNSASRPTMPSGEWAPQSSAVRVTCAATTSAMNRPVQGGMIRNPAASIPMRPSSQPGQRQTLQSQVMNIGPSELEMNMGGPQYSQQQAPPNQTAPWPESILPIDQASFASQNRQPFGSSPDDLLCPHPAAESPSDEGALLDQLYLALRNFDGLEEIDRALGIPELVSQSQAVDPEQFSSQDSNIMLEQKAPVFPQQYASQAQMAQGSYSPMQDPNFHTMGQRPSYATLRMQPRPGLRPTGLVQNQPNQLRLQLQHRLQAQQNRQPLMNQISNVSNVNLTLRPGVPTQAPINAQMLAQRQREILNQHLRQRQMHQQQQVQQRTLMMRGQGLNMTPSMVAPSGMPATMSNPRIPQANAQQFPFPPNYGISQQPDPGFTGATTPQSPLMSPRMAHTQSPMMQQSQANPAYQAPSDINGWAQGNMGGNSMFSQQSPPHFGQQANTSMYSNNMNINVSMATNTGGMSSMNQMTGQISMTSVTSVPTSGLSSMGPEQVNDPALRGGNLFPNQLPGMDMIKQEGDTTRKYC
# TLR9-MyD88 inh: TLR9-MyD88 interaction inhibition; Q9NR96+Q99836; 0.21% of 340,000 active; CHO BLA complementation TLR9-MyD88, CCF4 FRET ratio; inhibition, % at 4.98 µM; AID 504734;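 active means inhibition above the mean over all tested compounds plus 3 SD, cut at about 21% in these data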;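 further: 0% = DMSO only wells and 100% = clavulanate BLA inhibitor control wells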
# NOD2 RIPK2 PPI: inhibitors of human NOD2-RIPK2 interaction; inhibition, % at 4.98 µM; CHO BLA complementation NOD2-RIPK2, CCF4 ratio; 0.38% of 360,000 active; in the data active means inhibition above about 21%;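 further: 0% = vehicle only and 100% = reference blocker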
# MC4R ag barr: agonists of human melanocortin 4 receptor (MC4R) beta-arrestin. P32245. U2OS MC4R beta-arrestin complementation, luminescence; percent of melanotan II response, DMSO zero. activation, % at 8.9 µM. 0.98% of 360,000 active. AID 540308;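 active means activation above a per-plate cutoff, the mean activation of sample wells on that plate plus 3 SD, cut at about 8% in these data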
# ABCB6 inh MLPCN: inhibitors of human ABC transporter ABCB6 | K562-ABCB6 porphyrin accumulation, flow cytometry, 1 h; hits give low values | fluorescence ratio to DMSO, % at 10 µM | 0.19% of 360,000 active | Q9NP58;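 active means fluorescence ratio to DMSO below 75%, the collection mean minus 3 SD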;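 further: signal is porphyrin accumulated inside mitochondria; 100% equals median channel fluorescence of DMSO control wells; lower ratio means ABCB6 inhibition with less porphyrin fluorescence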
# N-glyco inh: blocks N-linked glycosylation in D54 reporter cells; D54 ERlucT glycosylation luciferase reporter, 24 h; percent of 100 nM tunicamycin response; reporter increase, % at 12.5 µM; 0.23% of 360,000 active; AID 588692;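 active means mean luciferase reporter signal, scaled so untreated is 0 and the glycosylation-blocking control 100, at or above a set limit in every replicate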;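 further: luciferase carries N-glycosylation sites so blocking glycosylation raises the light; 0% = median of neutral control wells and 100% = median of 100 nM tunicamycin wells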
# MC4R antag cAMP: antagonists of human melanocortin 4 receptor (MC4R). P32245. MC4R-expressing cells, MTII-stimulated cAMP, LANCE TR-FRET. inhibition, % at 6.5 µM. 0.48% of 360,000 active;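 active means inhibition above its plate's cutoff, the mean of tested wells on that plate plus 3 SD, cut at about 29% in these data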;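 further: 0% = Melanotan II alone and 100% = Melanotan II plus saturating MCL0020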
#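 Assay system: U2OS cells stably expressing human melanocortin 4 receptor (MC4R) / Dosing: 6.5 µM / Timing: compound 30 min, challenge 1 h, detection 1 h / Measured by: Eu-cAMP/anti-cAMP TR-FRET, emission 671 nm / Replicates: singlicate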
# Cardio protect: protects H9c2 cardiomyocytes from peroxide injury. protection from H2O2 cell death, % at 20 µM. AID 588492. H2O2 injury protection, ATPLite, 2 h. 0.63% of 360,000 active;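 active means compounds giving at least 50% protection of heart cells from peroxide-induced death in the single-dose screen, raw or plate-pattern-corrected value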;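 further: 0% = DMSO wells with peroxide and 100% = DMSO wells without peroxide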
# m5-HT2A agonist: activates the mouse 5-HT2A serotonin receptor; 0.66% of 360,000 active; activation, % at 7.6 µM; CHO-K1 mHTR2A beta-arrestin complementation, luminescence; percent of 30 µM serotonin response;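 active means activation above a run cutoff, the mean activation of all tested compounds plus 3 SD, cut at about 14% in these data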;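 further: 0% = plate median of compound wells and 100% = 30 µM serotonin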
# Starred values were filed as active, the others as inactive; / = no result given. Not all compounds are listed; the hit share may differ from the screen's.
SMILES,ABHD5-PLIN5 inh,NCOA2 inhibitor,TLR9-MyD88 inh,NOD2 RIPK2 PPI,MC4R ag barr,ABCB6 inh MLPCN,N-glyco inh,MC4R antag cAMP,Cardio protect,m5-HT2A agonist
CNCc1ccc(OCc2ccccc2)c(OC)c1,3,1,6,-8,-1.9,92,-1,4,1,-8
Cn1ncc(Br)c1C(=O)N/N=C/c1ccc(OS(=O)(=O)c2ccccc2)cc1,8,-4,-6,4,-2.2,102,-2,8,7,-7
Cc1ccc(C)c(NCCCCCCCC(=O)O)c1,1,-23,/,-9,/,99,0,/,4,0
CC(Sc1nnc(C2CC2)n1-c1ccccc1)C(=O)N1CCCC1 (stereo not given),-9,-16,1,-3,-0.8,109,0,15,2,-3
Cc1ccc(-c2nc3cnccn3c2Nc2ccc3c(c2)OCO3)cc1,14,-25,6,-1,0.1,96,-3,7,3,3
O=C1NC2c3ccccc3CC2O1 (stereo not given),1,22,-7,-7,-1.5,93,-1,3,8,-5
O=C(NCCCN1CCOCC1)C(=O)NCC1OCCN1S(=O)(=O)c1ccc(Cl)cc1 (stereo not given),4,-9,6,-2,0.0,98,2,-2,2,5
CC(Sc1nnc(-c2cccs2)n1C1CC1)C(=O)NCC1CCCO1 (stereo not given),-8,-4,-10,-6,0.9,102,0,6,-1,3
CCOC(=O)[C@]12CCCC=C1N(CCC1=CCCCC1)C(=O)[C@H](CC(=O)NCc1ccc(OC)c(OC)c1)C2,3,11,/,5,/,/,/,/,/,-3
O=C(Nc1ccc(F)cc1)c1cccnc1N1CCOCC1,5,-18,9,9,-0.7,94,2,9,6,3
O=C(Nc1cccc(Cl)c1)OCc1cncs1,-6,-25,1,9,2.1,98,-1,2,-27,2
CCOC(=O)C1CCN(S(=O)(=O)c2c(C)[nH]c(C)c2C(=O)N2CCCCC2)CC1,-6,-2,9,-3,-2.8,102,0,-4,-1,0
Cc1nc2ccccc2nc1OCC(=O)NCC(F)(F)F,3,-11,1,-7,0.6,96,-1,11,6,0
Cc1onc(-c2ccc(Cl)cc2)c1-c1ccnn1S(=O)(=O)c1ccc(Cl)cc1,-6,-24,/,3,1.4,100,-2,10,-8,0
COc1cc(C2C3=C(COC3=O)OC(C)(C)Oc3cc4c(cc32)OCO4)cc(OC)c1OC (stereo not given),-10,24,1,-3,-0.4,103,14,-13,5,-7
COCCN(C(=O)Nc1ccccc1)C(C)c1cccnc1 (stereo not given),1,-20,2,-18,1.1,93,1,10,-4,12
Cc1ccccc1NC(=S)N(CCCN1CCOCC1)Cc1cccnc1,4,-35,14,0,-1.8,89,1,1,5,2
COc1cc(C(=S)N2CCOCC2)cc(OC)c1OS(=O)(=O)c1ccc(NC(C)=O)cc1,7,-17,-3,-3,-2.1,100,0,10,3,1
Cc1cccc(C(=O)NC(=S)N2CCc3ccccc3C2)c1,1,10,8,2,-2.1,103,2,2,5,-2
NC(=O)c1ccc(NC(=O)CCNC(=O)c2ccco2)cc1,-2,-8,2,-8,-0.8,100,-2,10,-5,0

# Entries from the list above that contain fluorine (two):
SMILES,ABHD5-PLIN5 inh,NCOA2 inhibitor,TLR9-MyD88 inh,NOD2 RIPK2 PPI,MC4R ag barr,ABCB6 inh MLPCN,N-glyco inh,MC4R antag cAMP,Cardio protect,m5-HT2A agonist
O=C(Nc1ccc(F)cc1)c1cccnc1N1CCOCC1,5,-18,9,9,-0.7,94,2,9,6,3
Cc1nc2ccccc2nc1OCC(=O)NCC(F)(F)F,3,-11,1,-7,0.6,96,-1,11,6,0

# More results
SMILES,ABHD5-PLIN5 inh,NCOA2 inhibitor,TLR9-MyD88 inh,NOD2 RIPK2 PPI,MC4R ag barr,ABCB6 inh MLPCN,N-glyco inh,MC4R antag cAMP,Cardio protect,m5-HT2A agonist
COc1cccc(CNC(=O)CCC2CCCN(C(=O)CCn3cncn3)C2)c1 (stereo not given),1,4,3,-6,-1.8,99,1,-1,3,3
CCCCCC(=O)Nc1cccc(C2=NOC3(C2)C[C@@H](C(N)=O)N(C(=O)C2(C)CC2)C3)c1 (stereo not given in full),-6,-7,9,0,-2.6,103,0,4,11,-1
CCOC(=O)N1CCN(C(=O)c2ccc3c(=O)n(-c4ccc(OC)cc4OC)c(=S)[nH]c3c2)CC1,4,-36,4,3,-0.9,93,3,7,9,2
Cc1cccc(NC(=S)NNC(=O)c2sccc2C)c1,-12,-41,1,-7,-1.6,95,-1,5,-9,3
COc1ccccc1N1CCN(C(=O)CCCN2C(=O)c3cccc4cccc(c34)C2=O)CC1,10,-3,-6,-7,0.4,98,2,20,37,-1
CCOC(=O)c1sc(Nc2nc3ccc(OC)cc3s2)cc1C,-2,-4,-9,-13,0.5,95,0,8,-12,9
CCC(CO)Oc1cc(NCc2ccncc2)c2ncn(C(C)C)c2c1 (stereo not given),1,-10,-1,-6,0.6,100,3,11,0,3
CSc1nc(N2CCCC2)c2c(c1C#N)CC(C)(C)OC2,4,-6,-1,8,0.4,101,-1,10,-3,12
O=C(NCCc1csc(-c2cccnc2)n1)c1ccco1,7,16,7,7,0.2,87,-3,2,18,2
CC1(C)Cc2c(C#N)c(N3CCOCC3)nc(Cc3ccccc3)c2CO1,-2,-6,1,-9,1.0,99,1,15,12,6
Cc1cc(-c2nc3ncccc3o2)ccc1NC(=S)NC(=O)c1ccco1,-2,-16,0,6,-1.3,103,0,-8,-6,1
CCn1c(C)nc2cc(C(=O)N/N=C(\C)c3ccccc3O)ccc21,3,-87,10,-2,0.3,100,-3,-1,12,3
COC(=O)[C@@]1(Cc2ccc(F)cc2)[C@H]2c3cc(C(=O)N4CCCC4)n(C)c3C[C@H]2CN1C(=O)c1ccccc1,6,-1,/,-5,/,115,/,/,/,-1
O=C(CSC1=NS(=O)(=O)c2cc(F)ccc2N1)NCc1ccc(F)cc1,-5,0,-6,2,-4.3,102,1,12,1,0
CC1CCCN(S(=O)(=O)c2ccc(S(=O)(=O)NC(C)c3cccs3)cc2)C1 (stereo not given),-4,2,-2,10,2.4,98,1,3,-9,-3
CC(NS(=O)(=O)CCNC(=O)c1ccccc1)c1ccccc1 (stereo not given),4,4,6,4,-3.1,97,2,7,2,2
COc1cccc(CNC(=O)c2ccc(CS(=O)Cc3ccccc3Cl)o2)c1 (stereo not given),6,1,1,-1,-0.1,103,-1,0,3,-5
COc1ccc(S(=O)(=O)N(C)C[C@@H]2OCCCC[C@H](C)Oc3ccc(NC(=O)Nc4ccc(C(F)(F)F)cc4)cc3C(=O)N([C@H](C)CO)C[C@H]2C)cc1,11,0,-6,-8,0.8,103,-6,9,-14,-1
S=C(Nc1ccc2c(c1)OCCO2)Nc1ccccc1Cl,-3,-27,-4,7,-4.0,97,3,5,-4,-5
CC(=O)c1cccc(CN2CCC(n3nccc3NC(=O)CCCc3ccccc3)CC2)c1,5,3,-4,0,-4.9,100,-2,5,4,-4

# Record cards, from the list above. Screens in order: ABHD5-PLIN5 inh | NCOA2 inhibitor | TLR9-MyD88 inh | NOD2 RIPK2 PPI | MC4R ag barr | ABCB6 inh MLPCN | N-glyco inh | MC4R antag cAMP | Cardio protect | m5-HT2A agonist
# Shown for CCn1c(C)nc2cc(C(=O)N/N=C(\C)c3ccccc3O)ccc21 → 3 | -87 | 10 | -2 | 0.3 | 100 | -3 | -1 | 12 | 3
# Shown for CC1(C)Cc2c(C#N)c(N3CCOCC3)nc(Cc3ccccc3)c2CO1 → -2 | -6 | 1 | -9 | 1.0 | 99 | 1 | 15 | 12 | 6
# Shown for O=C1NC2c3ccccc3CC2O1 (stereo not given) → 1 | 22 | -7 | -7 | -1.5 | 93 | -1 | 3 | 8 | -5
# Shown for COc1ccc(S(=O)(=O)N(C)C[C@@H]2OCCCC[C@H](C)Oc3ccc(NC(=O)Nc4ccc(C(F)(F)F)cc4)cc3C(=O)N([C@H](C)CO)C[C@H]2C)cc1 → 11 | 0 | -6 | -8 | 0.8 | 103 | -6 | 9 | -14 | -1
# Shown for CCOC(=O)N1CCN(C(=O)c2ccc3c(=O)n(-c4ccc(OC)cc4OC)c(=S)[nH]c3c2)CC1 → 4 | -36 | 4 | 3 | -0.9 | 93 | 3 | 7 | 9 | 2

# (cont.)
SMILES,ABHD5-PLIN5 inh,NCOA2 inhibitor,TLR9-MyD88 inh,NOD2 RIPK2 PPI,MC4R ag barr,ABCB6 inh MLPCN,N-glyco inh,MC4R antag cAMP,Cardio protect,m5-HT2A agonist
CCOC(=O)c1c(C)noc1-c1ccco1,-5,-43,/,-8,-0.1,102,-1,-2,1,-2
Cc1nnc(SCC(=O)N2CCCC2)n(N)c1=O,-2,18,-1,-13,-0.6,103,2,-4,4,9
COc1ccc(Cl)cc1NC(=O)CSc1nnc(CNC(=O)c2ccco2)o1,12,3,-1,-11,3.6,107,1,1,-4,-4
Cc1c(NC(=O)CSc2ccccc2Cl)c(=O)n(-c2ccccc2)n1C,0,-4,9,-6,-4.7,102,-1,8,1,2
Cc1ccc2[nH]c(=O)c(COC(=O)C3CCCO3)cc2c1 (stereo not given),1,-31,3,-4,-0.7,92,1,-5,16,0
CCc1nc2ccc(C(=O)Nc3cccc(OC)c3)cn2c1N(CC)CCOC,-3,12,/,9,-0.7,87,-3,2,0,-7
CCc1c(C)nc2ncnn2c1N1CCCC(C(=O)Nc2ccc(NC(C)=O)cc2)C1 (stereo not given),8,-1,3,-9,2.4,102,0,3,12,2
O=C(CNC(=O)c1cccs1)Nc1ccc2c(c1)OCCO2,0,-65,-7,0,2.2,84,-11,-3,-12,5
CCOC(=O)c1ccc(N=c2ssnc2Cl)cc1,-16,7,-2,-1,-2.9,102,2,-1,-11,2
CC(C)CN1C(=O)C(=O)N(CC(=O)NC(C)CCc2ccccc2)C1=O (stereo not given),15,1,3,-10,-1.9,99,0,7,1,2
CCCCN(C)CCCNC(=O)C1(O)c2ccccc2NC(=O)N1c1ccc(Cl)cc1 (stereo not given),1,-6,4,-11,-1.8,97,1,2,2,-7
Oc1c(Br)cccc1/C=N/c1ncn[nH]1,4,-6,0,-9,-1.5,102,0,9,67*,2
CCOc1ccccc1N(CC(=O)O)S(=O)(=O)c1ccccc1,14,-3,3,-1,0.7,99,0,-4,-2,5
CC(=O)NCCOc1c(C)cc(S(N)(=O)=O)cc1C,2,-6,0,2,-1.1,102,-1,4,0,-1
Cc1ccc(-n2cccc2/C=C2/C(=N)N3C(=NC2=O)SN=C3S(C)(=O)=O)cc1Cl,5,15,7,-6,-0.1,95,1,17,-5,4

# Screening results as filed in PubChem BioAssay.
